MC4R antagonist = antagonists of human melanocortin 4 receptor (MC4R); P32245; MC4R-expressing cells, MTII-stimulated cAMP, LANCE TR-FRET; inhibition, % at 6.5 µM; hit rate 0.48% among 360,000;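 active means inhibition above its plate's cutoff, the mean of tested wells on that plate plus 3 SD, cut at about 29% in these data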;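 further: 0% = Melanotan II alone and 100% = Melanotan II plus saturating MCL0020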
Target sequence (P32245 whole entry, looked up): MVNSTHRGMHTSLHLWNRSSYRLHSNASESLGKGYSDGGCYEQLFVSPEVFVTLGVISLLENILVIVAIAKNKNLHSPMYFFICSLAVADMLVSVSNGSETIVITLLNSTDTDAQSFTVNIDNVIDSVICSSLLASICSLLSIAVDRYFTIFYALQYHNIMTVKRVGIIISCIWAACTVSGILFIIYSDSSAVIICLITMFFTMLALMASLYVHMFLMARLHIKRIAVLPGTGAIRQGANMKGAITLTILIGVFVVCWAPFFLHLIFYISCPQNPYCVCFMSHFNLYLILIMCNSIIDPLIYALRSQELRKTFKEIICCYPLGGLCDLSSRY
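Assay system: U2OS-MC4R stable cell line; Also added: Melanotan II; Technique: Eu-cAMP/anti-cAMP TR-FRET, emission 671 nm; Times: 30-min compound, 1-h challenge, 1-h detection, room temperature.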
PDI inh = blocks human protein disulfide isomerase activity. inhibition, % at 10 µM. hit rate 0.052% among 350,000. AID 588391. PDI insulin aggregation turbidity, A650, 90 min;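 active means mean inhibition across replicates of 30% or more, whatever share of single replicates reach that level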;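 further: absorbance from insulin aggregation driven by PDI reduction with DTT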
CaV13 ICDI inh = Disruptors of the CACNA1D IQ motif to Ca2+-dependent inactivation inhibitor domain association, primary screening, Förster resonance energy transfer in intact living …. HEK cells, CFP/YFP FRET ICDI-IQ, plate reader, 10 min; percent FRET-ratio fall versus neutral wells. inhibition, % at 12.3 µM. hit rate 0.098% among 340,000;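 active means mean replicate inhibition of at least 30% and at least 1% of replicates passing that level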;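 further: 0% = median of the neutral control wells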
m5-HT2A agonist = activates the mouse 5-HT2A serotonin receptor; CHO-K1 mHTR2A beta-arrestin complementation, luminescence; percent of 30 µM serotonin response; activation, % at 7.6 µM; hit rate 0.66% among 360,000; AID 624169;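 active means activation above a run cutoff, the mean activation of all tested compounds plus 3 SD, cut at about 14% in these data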;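 further: 0% = plate median of compound wells and 100% = 30 µM serotonin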
Target sequence (P35363 whole entry, looked up): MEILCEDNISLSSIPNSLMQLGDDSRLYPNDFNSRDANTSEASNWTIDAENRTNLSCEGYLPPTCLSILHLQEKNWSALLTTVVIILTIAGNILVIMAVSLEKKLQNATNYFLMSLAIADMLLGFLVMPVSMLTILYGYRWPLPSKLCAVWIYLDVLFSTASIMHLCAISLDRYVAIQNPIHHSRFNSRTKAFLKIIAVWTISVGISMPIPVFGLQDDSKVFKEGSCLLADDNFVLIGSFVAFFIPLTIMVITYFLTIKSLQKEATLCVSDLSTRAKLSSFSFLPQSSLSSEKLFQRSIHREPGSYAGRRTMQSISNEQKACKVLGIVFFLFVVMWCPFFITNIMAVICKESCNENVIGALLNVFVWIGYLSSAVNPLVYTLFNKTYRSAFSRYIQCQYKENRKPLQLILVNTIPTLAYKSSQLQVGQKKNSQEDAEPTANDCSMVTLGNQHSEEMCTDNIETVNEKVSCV
ABHD5 PLIN5 PPI = blocks binding of human ABHD5 to perilipin-5. inhibition, % at 4 µM. Split G. princeps luciferase complementation, luminescence, 4 h. Q00G26+Q8WTS1. hit rate 0.78% among 360,000;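 active means inhibition above the mean inhibition across every tested compound plus 3 SD, cut at about 22% in these data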;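 further: 0% = DMSO only wells and the 100% control is not disclosed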
Exocytosis inh = lytic granule exocytosis inhibition | TALL-104 LAMP-1 surface exposure, flow cytometry; cells stimulated with thapsigargin and PMA | inhibition, % at 10 µM | hit rate 0.66% among 360,000;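 active means inhibition above about 55%, limit read from the data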
H9c2 protect = modulators protecting cardiomyocytes from myocardial damage; hit rate 0.63% among 360,000; protection from H2O2 cell death, % at 20 µM; H9c2 cardiomyocytes, H2O2 injury protection, ATPLite, 2 h; AID 588492;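 active means compounds giving at least 50% protection of heart cells from peroxide-induced death in the single-dose screen, raw or plate-pattern-corrected value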;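 further: 0% = DMSO wells with peroxide and 100% = DMSO wells without peroxide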
N-glyco inh = N-linked glycosylation inhibition | reporter increase, % at 12.5 µM | D54 ERlucT glycosylation luciferase reporter, 24 h; percent of 100 nM tunicamycin response | hit rate 0.23% among 360,000;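 active means mean luciferase reporter signal, scaled so untreated is 0 and the glycosylation-blocking control 100, at or above a set limit in every replicate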;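 further: luciferase carries N-glycosylation sites so blocking glycosylation raises the light; 0% = median of neutral control wells and 100% = median of 100 nM tunicamycin wells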
MC4R ag barr = human MC4R agonism via beta-arrestin. P32245. U2OS MC4R beta-arrestin complementation, luminescence; percent of melanotan II response, DMSO zero. activation, % at 8.9 µM. hit rate 0.98% among 360,000;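 active means activation above a per-plate cutoff, the mean activation of sample wells on that plate plus 3 SD, cut at about 8% in these data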
ABCB6 inh MLPCN = inhibitors of human ABC transporter ABCB6; Q9NP58; K562-ABCB6 porphyrin accumulation, flow cytometry, 1 h; hits give low values; fluorescence ratio to DMSO, % at 10 µM; hit rate 0.19% among 360,000;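 active means fluorescence ratio to DMSO below 75%, the collection mean minus 3 SD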;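 further: signal is porphyrin accumulated inside mitochondria; 100% equals median channel fluorescence of DMSO control wells; lower ratio means ABCB6 inhibition with less porphyrin fluorescence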
Numbers without * were called inactive; / = no result given.

Values run as follows: MC4R antagonist	PDI inh	CaV13 ICDI inh	m5-HT2A agonist	ABHD5 PLIN5 PPI	Exocytosis inh	H9c2 protect	N-glyco inh	MC4R ag barr	ABCB6 inh MLPCN
CCOc1ccc(N2C(=O)CC(NC3CCN(C(=O)c4cccc(Cl)c4)CC3)C2=O)cc1 (stereo unspecified)
  8	-1	-5	0	6	22	2	1	-2.6	106
CC1Cc2cc(S(=O)(=O)NCCC(=O)N(C)Cc3ccccc3)ccc2N1C(=O)C1CC1 (stereo unspecified)
  -2	-4	-15	-6	-3	0	3	3	-2.0	102
CN1CCN(C(=O)c2cn(-c3ccccc3)nc2-c2cccnc2)CC1
  8	10	/	1	1	1	0	0	-0.4	96
CC(SC1CCCC1)C(=O)NC(C)(C#N)C(C)C (stereo unspecified)
  3	-3	-3	-4	-4	1	4	0	-2.1	104
CC1=CC(c2ccccc2)=NS(=O)(=O)N1
  4	0	-5	-1	0	0	9	2	-0.5	103
COc1ccc(OC)c(NC(=O)C2CCN(C(=O)C3CC(=O)N(c4ccc(C)cc4)C3)CC2)c1 (stereo unspecified)
  14	-10	-3	-7	0	1	3	2	2.6	98
CCN(CC)S(=O)(=O)c1cccc(C(=O)Nc2cc(C)nn2-c2ccccc2)c1
  0	-6	-3	-4	-2	9	9	-1	-1.6	98
O=C1CCC(C(=O)Nc2cccc3ccccc23)N1 (stereo unspecified)
  1	1	/	-1	-9	2	5	1	-0.6	88
Cc1ccc(S(=O)(=O)N2CCN(C(=O)COc3ccc(C)nc3[N+](=O)[O-])CC2)c(C)c1
  -6	2	-7	2	1	-1	10	2	-0.1	99
COC(=O)c1cc(OC)c(OC)cc1NC(=O)Nc1ccc(OC)cc1OC
  8	0	-5	6	0	-1	-2	1	-3.2	103
CCOC(=O)C1CCCN1C(=O)c1ccc(OC)c(Br)c1 (stereo unspecified)
  13	-7	-2	0	2	1	-6	2	-2.9	97
Cn1c(=O)c2c(SCC(=O)N3CCCc4ccccc43)nc(C3CC3)nc2n(C)c1=O
  22	/	-4	10	0	2	40	1	-0.1	89
COc1ccc(C(=O)C2CCCN(C(=O)c3csc(SC)n3)C2)cc1F (stereo unspecified)
  -4	0	-14	1	2	5	-5	0	0.6	102
Cc1ccc(N=C2NC(=O)/C(=C\c3ccc(C)s3)S2)cc1
  19	0	-5	-2	-3	1	-10	7	1.4	102
COCCCNC(=O)c1ccc(CN2CCc3ccccc3C2)cc1
  -6	8	0	-14	-4	1	6	0	-3.2	99
O=[N+]([O-])c1ccc2cccnc2c1
  7	5	-6	5	3	7	-4	-6	1.0	101
O=C(OCc1ccco1)c1ccc(S(=O)(=O)N2CCCCC2)cc1
  5	3	-3	-3	17	-3	8	3	-2.6	108
CN(C)S(=O)(=O)c1ccc(NC(=O)N2CCN(c3ccccc3Cl)CC2)cc1
  1	-9	-6	-9	-4	-3	0	5	0.6	90
CN(C)CC(=O)Nc1ccc2c(c1)[C@H]1C[C@H](CC(=O)NCc3ccc4c(c3)OCO4)O[C@H](CO)[C@H]1O2
  -3	-8	-6	0	8	0	9	3	1.9	95
O=C(COc1ccc2c(C(F)(F)F)cc(=O)oc2c1)NCc1cccs1
  -2	-5	-7	4	-3	1	-5	0	-0.3	97

A portion from further up:
Values run as follows: MC4R antagonist	PDI inh	CaV13 ICDI inh	m5-HT2A agonist	ABHD5 PLIN5 PPI	Exocytosis inh	H9c2 protect	N-glyco inh	MC4R ag barr	ABCB6 inh MLPCN
CCOC(=O)C1CCCN1C(=O)c1ccc(OC)c(Br)c1 (stereo unspecified)
  13	-7	-2	0	2	1	-6	2	-2.9	97
Cn1c(=O)c2c(SCC(=O)N3CCCc4ccccc43)nc(C3CC3)nc2n(C)c1=O
  22	/	-4	10	0	2	40	1	-0.1	89
COc1ccc(C(=O)C2CCCN(C(=O)c3csc(SC)n3)C2)cc1F (stereo unspecified)
  -4	0	-14	1	2	5	-5	0	0.6	102
Cc1ccc(N=C2NC(=O)/C(=C\c3ccc(C)s3)S2)cc1
  19	0	-5	-2	-3	1	-10	7	1.4	102
COCCCNC(=O)c1ccc(CN2CCc3ccccc3C2)cc1
  -6	8	0	-14	-4	1	6	0	-3.2	99
O=[N+]([O-])c1ccc2cccnc2c1
  7	5	-6	5	3	7	-4	-6	1.0	101
O=C(OCc1ccco1)c1ccc(S(=O)(=O)N2CCCCC2)cc1
  5	3	-3	-3	17	-3	8	3	-2.6	108
CN(C)S(=O)(=O)c1ccc(NC(=O)N2CCN(c3ccccc3Cl)CC2)cc1
  1	-9	-6	-9	-4	-3	0	5	0.6	90
CN(C)CC(=O)Nc1ccc2c(c1)[C@H]1C[C@H](CC(=O)NCc3ccc4c(c3)OCO4)O[C@H](CO)[C@H]1O2
  -3	-8	-6	0	8	0	9	3	1.9	95
O=C(COc1ccc2c(C(F)(F)F)cc(=O)oc2c1)NCc1cccs1
  -2	-5	-7	4	-3	1	-5	0	-0.3	97

(list continues)
Values run as follows: MC4R antagonist	PDI inh	CaV13 ICDI inh	m5-HT2A agonist	ABHD5 PLIN5 PPI	Exocytosis inh	H9c2 protect	N-glyco inh	MC4R ag barr	ABCB6 inh MLPCN
CCN(CC)CCN(C(=O)c1ccc(S(=O)(=O)N2CCOCC2)cc1)c1nc2cc3c(cc2s1)OCCO3
  7	0	-7	-10	-2	6	6	6	-2.2	98
O=[N+]([O-])c1cc([N+](=O)[O-])c2oc(-c3ccccc3)c(Br)c2c1O
  19	-1	/	2	4	30	-17	0	-1.1	96
O=C(c1cc2ccccc2oc1=O)N(Cc1cccs1)Cc1cccs1
  5	1	-9	-4	1	0	20	-2	-1.3	99
COc1ccc(Cn2nnc3c(C)n[nH]c(=O)c32)cc1
  -23	-5	-4	-10	9	0	-2	0	-0.7	96
CCOC(=O)C1=C(C)OC(N)=C(C#N)C1c1cc(Cl)c(OCC(N)=O)c(OC)c1 (stereo unspecified)
  7	8	-5	-3	-7	-2	1	1	-2.5	93
CCCc1nc2c(C)cc(Br)cn2c1Cc1ccc(C)cc1
  /	/	-5	-3	-10	5	0	-2	/	111
O=C(NNC(=O)C12CC3CC(CC(Br)(C3)C1)C2)c1ccccc1F
  4	-5	-14	-1	-7	0	2	2	-0.8	101
O=C(Nc1ccc(Oc2ccc(C(F)(F)F)cn2)c(Cl)c1)C1CC1
  -5	-7	-4	1	-7	0	-10	-8	-0.9	96
NC(=O)C1(NC2CCCCC2)CCN(Cc2ccccc2)CC1
  3	-1	-5	5	0	1	0	-2	-0.3	93
c1ccc(CCN2CCN(c3ncnc4c3cnn4-c3ccccc3)CC2)cc1
  5	3	-4	-9	-12	2	-3	-4	3.1	105
CN(C)c1ccc(C(=S)N2CCN(C(=S)Nc3cccc4ccccc34)CC2)cc1
  6	0	-7	-3	-7	0	-9	4	-1.2	97
Nc1ccc(Br)c[n+]1Cc1cccc2cccnc12
  -4	-1	-6	-4	3	0	-1	2	-0.9	99
Cc1cc(C(=O)OCC(=O)c2ccccc2)c2ccccc2n1
  7	-1	-5	0	-2	-10	-4	1	-2.0	104
C=C(C)C(=O)Nc1cccc(C2=NOC3(C2)C[C@H](C(N)=O)N(C(=O)COc2ccc(Cl)cc2)C3)c1 (stereo partly specified)
  5	-2	-13	2	5	-2	0	-3	1.1	103
CCOC(=O)c1sc(NC(=O)CSc2nnc(-c3ccco3)n2CC)c(C(=O)OCC)c1C
  12	16	-8	2	8	25	15	-1	2.0	98
Cc1cccc(NC(=S)N(Cc2ccc(Cl)cc2)Cc2ccc(C(=O)O)cc2)c1
  -1	-10	-6	-2	1	1	12	1	-2.0	97
Cc1cc(=O)n(Nc2ccccc2)c(O)c1C#N
  5	2	-4	-2	3	2	-2	1	-0.9	102
CCCS(=O)(=O)N1CCCC(C(=O)NCCc2ccc(Cl)cc2)C1 (stereo unspecified)
  5	-3	-5	-3	2	-8	-8	-1	-0.1	97
CC(Oc1cc2oc(=O)c3c(c2cc1Cl)CCC3)C(=O)NCc1cccnc1 (stereo unspecified)
  7	3	-13	-2	3	0	0	-1	-1.6	96
Nc1ccc2ncccc2c1N
  2	0	-4	0	2	-1	44	12	1.1	198
O=C(CCc1nnc2n(Cc3ccc(Cl)cc3)c(=O)c3ccccc3n12)NCCCN1CCOCC1
  0	7	-7	5	12	2	4	1	0.6	92
O=C1N/C(=C\c2ccsc2)C(=O)N1Cc1ccc(F)cc1
  4	-8	-4	-4	-5	6	0	-1	3.9	97
Cc1ccc(C(=O)OCC(=O)Nc2cccc(Cl)c2C)c(O)c1
  9	16	-7	4	-5	-2	-3	2	-0.4	99
O=C(NCCCNCCCNC(=O)c1ccc(/C=N/O)nc1)c1ccc(/C=N/O)nc1
  -3	7	3	5	7	2	1	-1	0.4	100
O=c1c2ccccc2ncn1CCCSc1ccccc1
  -3	5	-5	6	5	0	-6	4	-0.3	92
O=C(CNC(=O)c1cccc(S(=O)(=O)N2CCc3ccccc32)c1)Nc1ccc(F)c(F)c1F
  2	-1	-6	-9	-7	-3	-5	-10	-3.5	95
O=C(COc1ccc(Cl)cc1)NNC(=O)c1ccccc1C(=O)O
  15	7	/	-2	-1	-2	2	1	0.3	100
